Assay outcomes deposited in PubChem BioAssay by NCI.
NCI-60 one-dose screen, 48 h, at 10 µM unless noted. Numbers give growth in % (100 = growth as untreated, 0 = no growth, -100 = all killed).
HL-60(TB) – HL-60(TB) leukemia cells. 78,000 tested, 9% active. AID 1794776; active = growth percent below 10
The depositor's hits bear a star; & = joins results of further samples.

no.	structure	HL-60(TB)
1	CCCCC[C@H](O)c1ccccc1/C=C/[C@@H](O)[C@@H](O)CCCO	97
2	OCCNc1ccccc1	100
3	CC(C)(C)CC(C)(C)NCc1ccc(Cl)cc1	93
4	COc1cccc(NC(=O)OC(C)C)c1	73
5	COC(=O)CCc1nc(C(=O)OC)c(CCC(=O)OC)nc1C(=O)OC	98
6	O=C(Nc1cccc(Cl)c1)Oc1ccc2ccccc2c1	71
7	CCOC(C(OCC)[n+]1ccccc1)[n+]1ccccc1 (configuration not stated)	72
8	N#C/C(=C\c1c2ccccc2cc2ccccc12)C(N)=O	95
9	CCN1C(=O)N(CC)C2NN3C(=O)C4(SC3=NC21)C(c1ccc(Cl)cc1Cl)CN(C)C41C(=O)Nc2ccccc21 (configuration not stated)	96
10	O=C(O)c1ccccc1C(=O)Nc1ccc(Cl)cc1	55
11	C[N+]1(CC[N+]2(C)CCOCC2)CCCCC1	102
12	CCOP(=O)(OCC)Oc1c(Cl)c(Cl)c(O)c(Cl)c1Cl	90
13	C=C(C)[C@@H]1CC[C@]2(C(=O)NCC(=O)OC)CC[C@]3(C)[C@H](CC[C@@H]4[C@@]5(C)Cc6c([nH]c7ccccc67)C(C)(C)[C@@H]5CC[C@]43C)[C@@H]12	65
14	COCCn1cc(-c2nc(-c3cc4cccnc4n3CCOC)cs2)c2cc(OC)ccc21	96
15	O=C1Nc2ccc(Cl)cc2C1(Cl)Cl	107
16	Cc1n[nH]c(C)c1Br	98
17	O=C1c2ccccc2C23C(=C(Br)c4ccc(F)cc42)CCCN13 (configuration not stated)	101
18	Cn1c2c(c(=O)[nH]c1=O)NC1=C(C(=O)c3ccccc31)C1(C=C(O)c3ccccc31)N2 (configuration not stated)	109
19	O=C(/C(Cl)=N/O)c1ccc(-c2ccccc2)cc1	69
20	Nc1ccc(-c2ccc(-c3ccccc3N)c3[nH]c4ccccc4c23)cc1	5.5*
21	Nc1nc(-c2ccccc2Br)nn1-c1nc2ccccc2s1	99
22	COc1ccccc1NC(=O)N1CCN(C)CC1	104
23	CCCCCCNC=O	97
24	CCC(=O)O[C@H](CC(=O)O)C[N+](C)(C)C	106
25	CC(C)=NNC(=O)c1ccc([N+](=O)[O-])cc1	108
26	CCN1[C@@H]2CC[C@H]1/C(=C\c1cc(OC)ccc1OC)C(=O)/C2=C/c1cc(OC)ccc1OC	55
27	COc1ccc(Nc2nnc(C(=O)c3c[nH]c4ccccc34)o2)cc1	87
28	O=C1c2cc(Cl)ccc2Oc2cc([N+](=O)[O-])ccc2N1c1ccc(Cl)cc1F	86
29	Cc1c(C(=O)NCCCCNC(=O)c2c(C)n(C)c3scc[n+]23)[n+]2ccsc2n1C	102
30	CC(C)(C)C(=O)Nc1ccc2c(c1)C(=O)c1ccccc1C2=O	101
31	COc1c2ccoc2cc2oc(-c3ccc(Cl)cc3)cc(=O)c12	151
32	COc1ccc(/C=C/c2ccc3ccccc3n2)c(OC)c1	41
33	CC1=CN2C(=NC3=C(CCCC/C3=C\c3ccccc3)C2c2ccccc2)S1 (configuration not stated)	102
34	Cc1ccc(-c2nn(-c3ccccc3)cc2C2CC(c3cc4ccccc4oc3=O)=NN2c2ccccc2)cc1 (configuration not stated)	106
35	Cc1nc(-c2ccccc2)cc2c(O)c(C(=O)NN)[nH]c(=O)c12	126
36	Cc1cc(C#Cc2ccc(C(C)(C)C)cc2)ccc1-n1c(/C=C/c2ccc(O)cc2O)nc2ccccc2c1=O	43
37	O=C1CNC(=O)c2cc(Cl)ccc2N1	89
38	COc1cc(C=C2C(=O)OC(C)(C)OC2=O)cc(OC)c1OC	114
39	Cc1ccccc1C(O)c1ccccc1 (configuration not stated)	104
40	c1ccc(Cn2cnc3ccc(-c4nc(-c5ccc6c(c5)ncn6C5CCCCC5)cn5ccnc45)cc32)cc1	-21*
41	Cc1ccc(S(=O)(=O)n2oc(=O)c(C3CCCCC3)c2N)cc1	150
42	Clc1ccc(CSc2nc3ccccc3[nH]2)cc1	53
43	O=C(Nc1ccccc1-c1nc2ccccc2c(=O)[nH]1)c1ccccc1	91
44	CSc1nnc(-c2cnn3c2NC(c2ccccc2)C3)n1-c1ccccc1F (configuration not stated)	107
45	O=C(/C=C/C=C/c1csc(Br)n1)NO	58
46	CCOC(=O)CC(=O)C(OC)OC	140
47	Cn1c(=O)[nH]c2nc(-c3ccc(Cl)cc3)ccc2c1=O	95
48	O=C(O)C#Cc1ccccc1	98
49	O=[N+]([O-])c1ccccc1NC1CCN(Cc2ccccc2)CC1	100
50	C[N+](C)(C)CCCCCC[N+](C)(C)C	105&90

The results go on:
no.	structure	HL-60(TB)
51	COc1cc(NC(=O)C2=C(C)NC(C)=C(C(=O)Nc3cc(OC)c(Cl)cc3OC)C2c2cccc([N+](=O)[O-])c2)c(OC)cc1Cl	16
52	CC1Sc2[nH]c(=O)sc2C2c3cc(Cl)ccc3OC(=O)C12 (configuration not stated)	104
53	CC1CO/C(=C2\C(=O)OCC2C)C1 (configuration not stated)	101
54	CC(O)c1cnc(/C=C2\SC(=S)N(Cc3ccccc3)C2=O)s1 (configuration not stated)	20
55	CN1CCN(c2ccc3c(C(N)=O)c(NC(=O)c4ccc(C(C)(C)C)cc4)sc3c2)CC1	29
56	Cn1c(N)c(C(=O)/C=C/c2ccccc2)c(=O)[nH]c1=O	61
57	C/C(=N\Nc1cc(C)c2ccccc2n1)c1ccccn1	-47*
58	O=C1OC(=O)C2C3C=CC(C3=C(c3ccccc3)c3ccccc3)C12 (configuration not stated)	97
59	COc1ccc2[nH]c(O)c(N=NC(=O)Cn3c(-c4ccccc4)nc4ccccc43)c2c1	92
60	O=[N+]([O-])c1cccc(S(=O)(=O)F)c1	68
61	COc1cc2c(c3c1OCCO3)C(=O)N[C@@H]1[C@@H](O)[C@@H](O)[C@H](O)C[C@@H]21	97
62	COc1ccc(CCNC(=S)NCCc2ccc(OC)c(OC)c2)cc1OC	82
63	Cc1[nH]c(C(=O)Nc2ccc(C(N)=O)c(OC(C)C)c2)c(Cl)c1Cl	76
64	CNC(=O)c1cc(-n2ccc3cc(NC(=O)Nc4ccc(Cl)c(Cl)c4)ccc32)ccn1	92
65	O=C1C(c2ccccc2)=C(c2c[nH]c3ccccc23)C(=O)N1O	108
66	Cc1ccc(CC(C)(O)CC(C)(O)Cc2ccc(C)cc2)cc1 (configuration not stated)	100
67	N#Cc1c(-c2ccc(Cl)cc2)nc(N=Nc2c(O)[nH]c3ccc(Cl)cc23)nc1N1CCOCC1	104
68	CCCC(C)(CC)C(=O)OCC1CSC(=S)S1 (configuration not stated)	96
69	Nc1nc(Sc2ccccc2)c2cc[nH]c(=O)c2n1	103
70	CC1C(c2ccccc2)OCCN1C=NC#N (configuration not stated)	105
71	ClCC1(Cn2cnc3c(Cl)nc(Cl)nc32)COC1	92
72	Cc1nc(N)nc(C)c1-c1ccc(C#N)cc1	100
73	Cc1ccc(CSCCC(=O)Nc2cc(C(=O)Nc3cc(C(=O)NCCCN4CCOCC4)n(C)c3)n(C)c2)cc1	91
74	O=C(O)c1ccccc1Nc1cccc(C(F)(F)F)c1	79&101
75	CCCOC(=O)c1ccc(C(=O)OCCC)nc1	70
76	COc1ccc2c(c1)C(C)Cc1c(NCc3ccccc3)ncnc1N2C (configuration not stated)	76
77	COc1cc(-c2nc(SC(C)C)nc(NC(C)(C)C)c2C#N)cc(OC)c1OC	97
78	COc1ccc(-c2nnc(SCC(=O)Nc3ccc(C(=O)/C=C/c4ccc(OC)c(OC)c4)cc3)o2)cc1	75
79	C=C1C(=O)O[C@H]2[C@H]1CC/C(COC(=O)c1ccc(C#N)cc1)=C\CC[C@@]1(C)O[C@@H]21	-34*
80	Nc1ccc(Oc2ccc(N)cc2)cc1	75
81	O=C1/C(=C\c2ccc(-c3ccccc3Cl)o2)C=C(c2ccc(Cl)cc2)N1Cc1ccccc1	94
82	CC(=O)[C@@H]1CC[C@]2(C(=O)O)CC[C@]3(C)[C@H](CC[C@@H]4[C@@]5(C)Cc6c([nH]c7ccccc67)C(C)(C)[C@@H]5CC[C@]43C)[C@@H]12	53
83	O=C1C2=C(Nc3ccccc3N2)OC1c1ccc2c(c1)OCO2 (configuration not stated)	103
84	Cn1c(=O)ccc(=O)n1-c1ccccc1	105
85	COc1ccc(-c2csc3c2-n2cccc2C3=O)cc1O	-18*
86	COc1ccc(-c2nc(SCCC(C)C)nc(N3CCCCC3)c2C#N)cc1	68
87	COc1cc(C(=O)/C=C/c2ccc(Oc3ccc(Br)cc3)cc2)cc(OC)c1OC	101
88	NNC(=O)Cc1csc2ccccc12	87
89	O=[N+]([O-])c1nccn1CCCCCCCCCCCN1CCOCC1	114
90	O=C(Nc1ncc(Cc2ccc(Cl)c(C(F)(F)F)c2)s1)c1ccc2nnsc2c1	43
91	CC1CCN(Cc2cn(CC(=O)Nc3ccc4c(ccn4C)c3)nn2)CC1	99
92	NCc1ccnc(-c2cc3cc(Cl)c(F)c(F)c3[nH]2)c1	96
93	CCOC(=O)c1[nH]nc2c1C1(C(=O)Nc3ccc(Br)cc31)C(C#N)=C(N)O2 (configuration not stated)	112
94	CC1SC(c2cccc(O)c2)N(NC(=O)CCC(=O)c2nc3ncccc3[nH]2)C1=O (configuration not stated)	99
95	CCCCNC(=O)c1cc(NCc2cc(O)ccc2O)ccc1O	3.6*
96	CC(=O)Nc1ccc(C(=O)COc2ccc(/C=C3\CCc4ccccc4C3=O)cc2)cc1	102
97	NCC1=C(c2ccccc2)Nc2ncc(-c3ccc(Cl)cc3)n2C1O (configuration not stated)	108
98	CCCCCCCCc1nc2ccccc2s1	93
99	Cc1cc(-c2ccc([N+](=O)[O-])cc2)cc(C)n1	104
100	O=P(NC1CCCCC1)(Oc1ccccc1)Oc1ccccc1	94

Continued.
no.	structure	HL-60(TB)
101	CCCC(C)C1CCC(=O)CC1 (configuration not stated)	99
102	COc1ccc(OC)c(-c2cn3nc(-c4c[nH]c5ccccc45)sc3n2)c1	84
103	CCOC(=O)N1C2C=CC(C2)N1C(=O)OCC	95
104	CCOc1ccccc1-c1cc(-c2cccs2)c(C#N)c(=O)[nH]1	79
105	O=C(Oc1ccc2ccccc2c1)c1ccc([N+](=O)[O-])cc1	93
106	COc1ccc(C(=O)c2cc(OC)c(OC)c(OC)c2)cc1OC(=O)CCl	-34*
107	C[C@@H]1O[C@H]1P(=O)(O)O	86
108	c1ccc(Cc2cc(-c3cc(Cc4ccccc4)[nH]n3)n[nH]2)cc1	87
109	COc1ccccc1N=Nc1c(O)ccc2cc(S(=O)(=O)O)ccc12	106
110	O=C1c2cccc3cccc(c23)C(=O)N1C/C=C/c1ccc2c3c(cccc13)C(=O)N(Cc1ccccc1)C2=O	97

Random excerpt: two records from the list
no.	structure	HL-60(TB)
110	O=C1c2cccc3cccc(c23)C(=O)N1C/C=C/c1ccc2c3c(cccc13)C(=O)N(Cc1ccccc1)C2=O	97
101	CCCC(C)C1CCC(=O)CC1 (configuration not stated)	99

New compounds follow:
no.	structure	HL-60(TB)
111	Cc1ccc2[nH]c3nc4cc(N5CCC(N6CCOCC6)CC5)cnc4c(C)c3c2c1	98
112	C[C@]12CCC3[C@@H](C[C@@H]4SC(Nc5ccccc5)=N[C@@]45CC(=O)CC[C@]35C)[C@@H]1CCC2=O (some centres not stated)	6.3*
113	CC(=O)Nc1ccc(OC(=O)Oc2ccc(NC(C)=O)cc2)cc1	97
114	COc1cc(Cn2cc(C(=O)Nc3cccnc3Nc3ccc(F)cc3)nn2)cc(OC)c1OC	95
115	c1ccc(C2=NN3C(C2)c2ccccc2OC3c2ccc3noc(-c4ccccc4)c3c2)cc1 (configuration not stated)	105
116	O=c1occc2c1cnc1ccccc12	111
117	CCOc1ccc(C(=N)N2CCN(C)CC2)c2ccccc12	93
118	CCOc1ccc(N2C(=O)CSC2=S)cc1	101
119	O=C(CCCCCCCC(=O)N1CCCC1)N1CCCC1	112
120	COc1c(F)ccc(C(=O)Nc2ccc3nc(NC(=O)C4CCCN(S(=O)(=O)c5ccc(Cl)cc5)C4)sc3c2)c1F (configuration not stated)	83

In a second layout: 2 of the compounds above
[112] C[C@]12CCC3[C@@H](C[C@@H]4SC(Nc5ccccc5)=N[C@@]45CC(=O)CC[C@]35C)[C@@H]1CCC2=O (some centres not stated)
  HL-60(TB): 6.3*

[113] CC(=O)Nc1ccc(OC(=O)Oc2ccc(NC(C)=O)cc2)cc1
  HL-60(TB): 97

Following part:
no.	structure	HL-60(TB)
121	CC(C)C(=O)N(C(C)C)C(C)C	97
122	CC1CCc2c(sc3nc(NN)n(-c4ccccc4)c(=O)c23)C1 (configuration not stated)	79
123	CC1(C)CC(=O)C=C(NCCCCCCCCNC2=CC(=O)CC(C)(C)C2)C1	93
124	CC(C)COC(c1ccccc1)c1ccccc1	66
125	Cc1nc2c(O)cccc2cc1CO	82
126	CCCCCC(=O)C(C)CC (configuration not stated)	93
127	O=C(COc1cc(O)c2c(=O)cc(-c3ccccc3)oc2c1)Nc1ccccc1C(F)(F)F	55
128	COc1ccc(C2CCN(CC(=O)Nn3c(COc4ccccc4)nc4ccccc4c3=O)CC2)cc1	98
129	O=C(Nc1ncc(Cc2ccc(F)cc2)s1)C1=NCCCN1	97
130	CN(N=O)C(=O)c1ccccc1C(=O)N(C)N=O	99
131	Nc1n[nH]c(CC(=O)NCc2ccccc2)n1	84
132	Cn1ccc2cc(NC(=O)CN=[N+]=[N-])ccc21	93
133	O=C1CCc2cccc(O)c2N1	100
134	CSc1nc(C)c(Br)c(N)n1	94
135	O=S(=O)(O)c1ccc(O)cc1	124

Arranged by heavy-atom count (largest number first): part of the list above
no.	structure	HL-60(TB)
132	Cn1ccc2cc(NC(=O)CN=[N+]=[N-])ccc21	93
133	O=C1CCc2cccc(O)c2N1	100
135	O=S(=O)(O)c1ccc(O)cc1	124

The list is partial (hit frequency here may not be typical).
